# RAD54 inh – RAD54 (human) branch migration inhibition; Q92698; RAD54 Holliday junction branch migration, FAM/BHQ fluorescence; inhibition, % at 10.4 µM; 360,000 tested, 0.14% active; AID 602329;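 active = mean normalized replicate activity at least 40 and at least half of replicates scoring 40 or more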;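 note: 0% = median of neutral control wells and 100% = median of positive control wells; inhibitors cause a drop in the FAM fluorescence signal; in these data hits start at about 50%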
# Target sequence (Q92698 whole entry, looked up): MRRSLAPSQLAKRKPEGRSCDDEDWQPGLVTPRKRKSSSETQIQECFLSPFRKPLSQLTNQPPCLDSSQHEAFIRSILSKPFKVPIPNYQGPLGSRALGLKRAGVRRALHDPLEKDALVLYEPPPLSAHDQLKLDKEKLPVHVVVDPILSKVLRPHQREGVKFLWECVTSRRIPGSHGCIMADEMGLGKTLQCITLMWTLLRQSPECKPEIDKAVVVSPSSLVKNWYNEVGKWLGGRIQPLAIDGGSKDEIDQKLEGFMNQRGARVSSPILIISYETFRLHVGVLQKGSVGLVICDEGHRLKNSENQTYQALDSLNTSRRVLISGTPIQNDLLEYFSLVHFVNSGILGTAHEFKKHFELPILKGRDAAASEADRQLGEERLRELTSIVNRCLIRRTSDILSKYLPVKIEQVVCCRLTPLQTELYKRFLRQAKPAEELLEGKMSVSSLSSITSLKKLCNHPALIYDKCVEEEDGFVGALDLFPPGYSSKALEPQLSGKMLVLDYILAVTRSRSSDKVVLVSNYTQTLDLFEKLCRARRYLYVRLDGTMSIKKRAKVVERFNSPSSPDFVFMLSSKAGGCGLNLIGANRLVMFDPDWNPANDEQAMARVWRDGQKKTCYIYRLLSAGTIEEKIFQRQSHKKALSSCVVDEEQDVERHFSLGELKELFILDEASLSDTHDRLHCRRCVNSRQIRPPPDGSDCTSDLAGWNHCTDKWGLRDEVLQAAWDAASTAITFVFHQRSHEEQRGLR
# GSIS activator – GLuc luminescence reporter in INS-1E cells, primary screen for activators of glucose-dependent secretion of insulin. INS-1E GLuc reporter insulin secretion, 2-3 h. activation, % at 16.6 µM. 370,000 tested, 0.61% active. AID 743287;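 active = lowest replicate activation of at least 40%, so every replicate reaches that level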;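 note: 0% = median of neutral control wells and 100% = median of IBMX positive control wells; some compounds called inactive have numbers as strong as hits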
# RAD52 anneal inh – blocks human RAD52 DNA annealing; P43351; recombinant RAD52 DNA annealing, FRET fluorescence; inhibition, % at 18.7 µM; 360,000 tested, 0.46% active;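 active = every replicate showing at least 50% inhibition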
# XiGFP reactiv – X-chromosome reactivation activator. XiGFP mouse fibroblasts, % GFP-positive cells imaging, 3 d; cells co-treated with 5-aza-dC sensitizer; scaled so ellipticine positive control = 100%. activation, % at 7.58 µM. 360,000 tested, 0.055% active. AID 743238;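 active = mean normalized replicate activation at least 10% and every replicate at or above 10%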;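 note: 0% = median of on-plate neutral control wells and 100% = ellipticine 6 µM median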
#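 Assay system: SV40-immortalized XiGFP fibroblast cells, line 68-5-11; buffer or medium: DMEM plus 5-aza-dC sensitizer; compound: one concentration, pinned; timing: compounds 3 days, fix/stain 15 min at room temperature; benchmarks: positive control ellipticine, 6 µM final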
# CFTR F508del cor – CFTR F508del correction in bronchial cells; CFBE cells, YFP halide quenching; stimulated with forskolin plus potentiator P3; % fluorescence drop versus neutral controls; 350,000 tested, 0.36% active; activity (quench increase), % at 7.58 µM;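 active = mean added fluorescence quench of at least 8% versus neutral control, with both replicates also reaching 8%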;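 note: cells transiently co-express mutant CFTR-F508del with the halide-sensitive YFP; corrector assay measuring rescue of mutant channel to the surface after 24 h compound exposure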
# E-sel inducer – induces E-selectin expression in human endothelial cells. AID 686992. 260,000 tested, 0.37% active. P16581. HUVEC E-selectin immunofluorescence imaging; normalized: neutral wells 0, TNF-alpha wells 100. activation, % at 7.58 µM;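 active = mean E-selectin-positive cell signal at least 10% of the positive control, reached in at least 60% of replicates, without over 20% cell loss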;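 note: in these data hits start at about 27%; measured in HUVEC primary endothelial cells; signal is the percent of cells scored E-selectin positive by PE staining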
#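 assay system = HUVEC, human umbilical vein endothelial cells | input = 3,000 HUVEC seeded per well | medium = EGM-2 growth medium on 0.1% gelatin-coated wells | dosing = one compound dose added by pin transfer | signal = immunofluorescence imaging | read-out basis = % PE-positive cells | control set = TNF-alpha, DMSO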
# Casp6 inh – inhibitors of human caspase-6 | P55212 | purified caspase-6, Z-VEID-R110 cleavage fluorescence | inhibition, % at 12.5 µM | 350,000 tested, 0.53% active | AID 686996;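 active = mean inhibition across replicates at least about 35%, with every replicate also reaching that limit, limit read from the data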;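 note: 0% = median of neutral control wells and 100% = no fluorescence left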
# Target sequence (P55212 24-179 limits assumed): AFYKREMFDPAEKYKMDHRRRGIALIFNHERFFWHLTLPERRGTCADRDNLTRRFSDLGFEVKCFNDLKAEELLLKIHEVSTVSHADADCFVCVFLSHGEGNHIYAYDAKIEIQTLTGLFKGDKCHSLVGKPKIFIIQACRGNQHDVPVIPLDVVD
# Target sequence (P55212 194-293 limits assumed): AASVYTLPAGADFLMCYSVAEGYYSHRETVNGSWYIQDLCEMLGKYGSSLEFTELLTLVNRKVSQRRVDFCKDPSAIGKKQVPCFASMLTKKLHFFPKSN
# DENV2 CPE rescue – inhibitors of DENV2 cytopathic effect; CPE inhibition, % at 9.99 µM; DENV2-infected cells, cytopathic effect rescue, plate reader; AID 651640; 350,000 tested, 1.7% active; in the data active = CPE inhibition above about 20%, passing the limit was not always enough; tested in BHK-21 cells;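 note: 0% = median of neutral control wells and 100% = median of positive control wells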
# * hit, by the source's call; / = no result given; & = joins results of further samples; ! = not active in a repeat.
SMILES,RAD54 inh,GSIS activator,RAD52 anneal inh,XiGFP reactiv,CFTR F508del cor,E-sel inducer,Casp6 inh,DENV2 CPE rescue
COc1ccc2c3c(n(C)c2c1)[C@@H](CO)N(C(=O)Cc1ccccc1)CC31CN(C)C1,/,8,10,0.0,-2.5,0.1,1,0
CCCNC(=O)N1[C@@H]2CN(C(=O)Nc3ccccc3)c3ccccc3[C@@H]2[C@@H]1CO,-5,1,-9,0.1,-4.6,0.0,2,-12
CCOC(=O)C1=CN(CC)S(=O)(=O)NC1c1ccc2ccccc2c1 (configuration not stated),-1,-24,-4,0.1,1.2,/,1,3
COCCN(Cc1cc2cc(C)ccc2nc1Cl)C(=O)Nc1ccccc1C,-5,-2,3,/,/,/,4,-4
Cc1cc(O)ccc1NC(=S)NC(=O)c1cncc(Br)c1,1,3,3,0.1,0.2,0.0,2,-4
Cc1nc(Nc2ccccc2C(F)(F)F)sc1C(=O)N(C)C,-13,13,-10,0.2,-0.7,5.2,2,0
Cc1cccc(C)c1OC(=O)C(c1ccccc1)c1ccccc1,/,25,-1,0.2,-1.6,/,-2,0
COc1ccc(S(=O)(=O)Nc2ccc3cn[nH]c3c2)cc1[N+](=O)[O-],5,12,-12,-0.1,-2.2,0.9,10,-3
CC(=O)N1c2ccc(S(=O)(=O)NCC3CCC(C(=O)NCc4ccc(C)cc4)CC3)cc2CC1C (configuration not stated),-1,-16,-5,0.0,-1.9,/,-3,4
CC(=O)OCC1=C(C(=O)OC(C)(C)C)N2C(=O)[C@@H](NC(=O)Cc3ccccc3)[C@H]2SC1,0,-4,10,-0.1,0.8,0.0,7,-12
CCS(=O)(=O)Nc1ccc2c(c1)C(=O)N(C)[C@@H]1CC[C@@H](CC(=O)OC)O[C@@H]1CO2,6,11,9,0.3,0.1,0.0,-1,3
O=C(C[C@@H]1C[C@H]2c3cc(NC(=O)C4CCOCC4)ccc3O[C@H]2[C@H](CO)O1)NCc1ccccn1,6,3,8,1.3,0.3,-0.6,-3,-5
CCOc1ccc(CCNC(=O)COC(=O)COc2ccccc2C)cc1OCC,/,30,-10,0.0,2.8,-1.0,1,2
COc1cccc(CNC(=O)N2CCN(S(=O)(=O)c3ccc(C)cc3)CC2)c1,-6,-14,-2,0.0,-0.3,/,-2,-10
Cc1cc(C)c(NC(N)=S)c(C)c1,-9,-1,-6,0.0,0.1,/,-2,-1
C[C@H](CO)N1C[C@H](C)[C@@H](CN(C)C(=O)Nc2ccc(F)cc2)OCCCC[C@H](C)Oc2ccc(NS(C)(=O)=O)cc2C1=O,0,5,-2,-0.3,-1.0,-0.1,2,13
O=C(C[C@H]1C[C@H]2c3cc(NS(=O)(=O)c4ccc(F)cc4)ccc3O[C@H]2[C@H](CO)O1)NCc1cc(F)ccc1F,-4&7,-32&-10,-23&0,0.4&0.0,-3.5&0.1,-0.9,-3&-1,0&-4
CCCCCN(C(=O)CCC(=O)OCC(=O)N1CCCCC1C)c1c(N)n(CCCC)c(=O)[nH]c1=O (configuration not stated),2,19,0,0.1,0.9,/,-4,1
Cc1cc([N+](=O)[O-])cc2c1NC(=O)C2(O)N1CCCC(C)C1 (configuration not stated),/,24,-9,0.3,0.8,0.0,2,-2
COCC(C)NC(=O)c1cc2cc(OC)ccc2[nH]1 (configuration not stated),/,-16,-6,0.0,-1.4,/,2,6
CCOC(=O)c1sc(SCc2ccccc2)c2c1CC(C)(C)CC2=O,2,3,-3,-0.1,2.8,0.1,-1,-12
Cc1coc(C)c1C(=O)CC1(O)C(=O)N(C)c2ccc(Cl)cc21 (configuration not stated),/,-16,-11,0.0,/,/,-3,-8
O=C1c2ccccc2C(=O)N1CN(C(=O)c1ccccc1[N+](=O)[O-])c1ccc(F)cc1,1,-8,-9,0.1,0.2,0.1,-11,6
CS(=O)(=O)N(CC(=O)N/N=C/c1ccccc1C(=O)O)c1cccc(Cl)c1Cl,/,-14,3,/,-0.1,0.3,-1,1
COC(=O)C[C@H]1C[C@@H]2c3cc(NC(=O)NC4CCCCC4)ccc3O[C@@H]2[C@@H](CO)O1,-10,9,4,0.0,-2.1,0.3,-3,-9
# Following part.
SMILES,RAD54 inh,GSIS activator,RAD52 anneal inh,XiGFP reactiv,CFTR F508del cor,E-sel inducer,Casp6 inh,DENV2 CPE rescue
COc1ccc(NC(=S)N(CCN(C)C)C(C)c2ccco2)cc1 (configuration not stated),8,1,-3,-0.2,/,-0.2,-1,7
COCC(C)n1c(C)cc(C(=O)CSc2nnnn2C2CCCC2)c1C (configuration not stated),14,-11,-33,0.1,-1.3,0.3,9,-4
C[C@@H]1CN([C@@H](C)CO)C(=O)Cc2cc(NC(=O)CCCCCC(=O)Nc3ccccc3N)ccc2O[C@@H]1CN(C)S(=O)(=O)c1cccs1,-6,12,/,0.0,-3.1,-0.2,/,4
COc1ccc(S(=O)(=O)N2CCCCN3[C@H](CO)[C@@H](c4ccc(-c5cccnc5)cc4)[C@@H]3C2)cc1,1,13,-8,-0.1,-0.1,-0.7,1,-2
CCOC(=O)Cn1c(CN2CCN(C(c3ccccc3)c3ccccc3)CC2)nc2c1c(=O)n(C)c(=O)n2C,12,/,-15,0.2,0.3,0.7,1,5
COC(=O)CCN(C(=O)c1ccc(C)c([N+](=O)[O-])c1)c1ccccn1,/,7,-7,0.0,1.3,/,2,-2
O=C(Nc1ccc(Oc2ccccc2)cc1)c1ccc2sc([C@H]3C[C@H](O)[C@@H](CO)O3)nc2c1,-4,-9,-10,0.4,-2.4,-0.2,1,-5
CC1(C)CC(=O)C=C(c2cccc(OC(=O)c3ccc(-c4ccccc4)cc3)c2)C1=O,-3,10,-7,0.1,0.3,-6.3,-5,-4
CCC(=O)N1[C@@H]2c3ccc(C4=CCCCC4)c(=O)n3C[C@@H]2[C@@H](CO)[C@@H]1C(=O)NCc1ccc(F)cc1,-14,5,6,0.1,/,0.1,1,3
C[C@H]1CN([C@@H](C)CO)C(=O)c2cc(NC(=O)CCCCCC(=O)Nc3ccccc3N)ccc2O[C@H]1CN(C)Cc1ccc2c(c1)OCO2,/,32,17,-1.2,-0.6,/,1,3
COc1ccccc1-c1ccc(C2[C@@H]3CN(S(=O)(=O)c4ccc(F)cc4)C[C@H]2N3)cc1 (some centres not stated),/,-4&17,61*!,0.0&0.0,-1.7&-2.6,-0.1&0.1,-1&-2,-2&8
CCCNC(=O)Nc1ccc2c(c1)OC[C@H](C)N(Cc1ccncc1)C[C@@H](C)[C@H](OC)CN(C)C2=O,3,0,14,-0.1,-1.4,-0.3,-1,2
CN1CCN(S(=O)(=O)c2cccc(C(=O)Nc3cc(C(F)(F)F)ccc3N3CCCC3)c2)CC1,/,1,4,0.1,3.2,/,-4,/
CCOC(=O)Cn1nc(C)c(NC(=O)COc2ccc([N+](=O)[O-])cc2)c1C,/,-4,0,0.2,-2.2,0.0,6,1
CCOC(=O)c1c(-c2ccc(OC)cc2)oc2ccc(OCC(N)=O)cc12,-3,13,-13,0.0,0.3,0.2,-1,1
CC(Sc1nnc(-c2ccco2)n1-c1ccccc1)C(=O)NCC1CCCO1 (configuration not stated),2,/,-7,-1.1,1.4,0.7,0,5
O=C(Cc1ccc(S(=O)(=O)N2CCOCC2)s1)N1CCN(S(=O)(=O)c2cccc(F)c2)CC1,3,-1,-27,-0.2,-0.9,/,0,10
COc1cccc(NC(=O)CN(C)C(=O)c2ccc(S(=O)(=O)Nc3ccccc3C)cc2)c1,-7,-7,-9,0.6,0.6,0.2,2,5
COc1ccc(S(=O)(=O)NCCCCCC(=O)O)cc1C(=O)O,-5,2,-16,0.0,-2.7,4.0,1,/
C/C=C/c1ccc([C@H]2[C@@H](CO)N3C(=O)CN(C(=O)Nc4ccc(OC)cc4)C[C@H]23)cc1,/,14,-13,0.1,1.9,-0.3,1,5
COc1cc(NC(=S)NCCN2CCOCC2)cc(OC)c1,/,15,-9,0.2,/,/,-1,5
Cc1cc(=O)[nH]c(SCc2ccccc2)n1,8,-4,-13,0.2,2.8,/,1,-4
O=C(CC1CC1)N1[C@H](CO)[C@@H]2c3ccccc3N(S(=O)(=O)c3ccccc3F)C[C@@H]21,-4,2,-5,0.3,0.1,0.4,/,-3
C[C@@H]1CN([C@H](C)CO)C(=O)c2cc(N(C)C)ccc2O[C@@H]1CN(C)Cc1ccc(-c2ccccc2)cc1,-14,7,11,-0.4,-1.4,/,0,0
COc1ccc(-c2ccc(C3[C@H]4CNC[C@@H]3N4C(=O)Nc3ccc4c(c3)OCO4)cc2)cc1 (some centres not stated),/,-5&-40,47&45,0.3&0.1,-0.9&-0.2,-0.6&-0.6,-2&2,25*!
Cc1ccc2occ(/C=N/NC(N)=S)c(=O)c2c1,1,16,-11,0.1,0.4,/,-2,6
COc1ccc(S(=O)(=O)Nc2ccc3c(c2)C(=O)N([C@H](C)CO)C[C@H](C)[C@H](CN(C)Cc2ccc(Cl)c(Cl)c2)OCCCC[C@H](C)O3)cc1,/,-2,39,0.7,1.3,0.0,-3,-11

# Molecules from the list above that have fluorine (9):
SMILES,RAD54 inh,GSIS activator,RAD52 anneal inh,XiGFP reactiv,CFTR F508del cor,E-sel inducer,Casp6 inh,DENV2 CPE rescue
Cc1nc(Nc2ccccc2C(F)(F)F)sc1C(=O)N(C)C,-13,13,-10,0.2,-0.7,5.2,2,0
C[C@H](CO)N1C[C@H](C)[C@@H](CN(C)C(=O)Nc2ccc(F)cc2)OCCCC[C@H](C)Oc2ccc(NS(C)(=O)=O)cc2C1=O,0,5,-2,-0.3,-1.0,-0.1,2,13
O=C(C[C@H]1C[C@H]2c3cc(NS(=O)(=O)c4ccc(F)cc4)ccc3O[C@H]2[C@H](CO)O1)NCc1cc(F)ccc1F,-4&7,-32&-10,-23&0,0.4&0.0,-3.5&0.1,-0.9,-3&-1,0&-4
O=C1c2ccccc2C(=O)N1CN(C(=O)c1ccccc1[N+](=O)[O-])c1ccc(F)cc1,1,-8,-9,0.1,0.2,0.1,-11,6
CCC(=O)N1[C@@H]2c3ccc(C4=CCCCC4)c(=O)n3C[C@@H]2[C@@H](CO)[C@@H]1C(=O)NCc1ccc(F)cc1,-14,5,6,0.1,/,0.1,1,3
COc1ccccc1-c1ccc(C2[C@@H]3CN(S(=O)(=O)c4ccc(F)cc4)C[C@H]2N3)cc1 (some centres not stated),/,-4&17,61*!,0.0&0.0,-1.7&-2.6,-0.1&0.1,-1&-2,-2&8
CN1CCN(S(=O)(=O)c2cccc(C(=O)Nc3cc(C(F)(F)F)ccc3N3CCCC3)c2)CC1,/,1,4,0.1,3.2,/,-4,/
O=C(Cc1ccc(S(=O)(=O)N2CCOCC2)s1)N1CCN(S(=O)(=O)c2cccc(F)c2)CC1,3,-1,-27,-0.2,-0.9,/,0,10
O=C(CC1CC1)N1[C@H](CO)[C@@H]2c3ccccc3N(S(=O)(=O)c3ccccc3F)C[C@@H]21,-4,2,-5,0.3,0.1,0.4,/,-3

# Screens deposited in PubChem BioAssay by Broad Institute.

# Random draw from the library; any-hit rate near 3.7%.
